proCasp3 act – activates human procaspase-3. P42574. recombinant procaspase-3 D3A, Ac-DEVD-pNA absorbance 405 nm. activation, % at 8.5 µM. hit rate 0.11% among 330,000;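 active means activation above the mean of all tested compounds plus 3 SD, cut at about 21% in these data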;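 further: 0% = DMSO alone and 100% = DMSO wells spiked with extra 5 µM PC-3 D3A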
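Compound: 8.5 µM single point, 0.8% DMSO / Material: Autoprocessing-dead procaspase-3 D3A mutant enzyme / Timing: 1 h preincubation plus 2 h reaction at 25 °C / Medium: Zinc-free HEPES/NaCl buffer with 0.01% Triton X-100 at pH 7.4 / Technique: 405 nm absorbance of p-nitroaniline, reads at 0 and 120 min / Repeats: one well per compound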
JMJD2C inh – inhibitors of human GASC-1 (JMJD2C) demethylase; Q9H3R0; GST-JMJD2C(1-420) H3K9me3 demethylation, DELFIA europium; inhibition, % at 2.35 µM; hit rate 0.069% among 330,000; AID 2099;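 active means more than half of a compound's replicate wells show inhibition beyond 50%, single wells judged on their own value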;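 further: signal counts dimethyl H3K9 product captured on neutravidin plate; 0% = median of DMSO wells and 100% = 0.3 times that DMSO median; strong numbers were not always called active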
Target sequence (Q9H3R0 1-420 limits assumed): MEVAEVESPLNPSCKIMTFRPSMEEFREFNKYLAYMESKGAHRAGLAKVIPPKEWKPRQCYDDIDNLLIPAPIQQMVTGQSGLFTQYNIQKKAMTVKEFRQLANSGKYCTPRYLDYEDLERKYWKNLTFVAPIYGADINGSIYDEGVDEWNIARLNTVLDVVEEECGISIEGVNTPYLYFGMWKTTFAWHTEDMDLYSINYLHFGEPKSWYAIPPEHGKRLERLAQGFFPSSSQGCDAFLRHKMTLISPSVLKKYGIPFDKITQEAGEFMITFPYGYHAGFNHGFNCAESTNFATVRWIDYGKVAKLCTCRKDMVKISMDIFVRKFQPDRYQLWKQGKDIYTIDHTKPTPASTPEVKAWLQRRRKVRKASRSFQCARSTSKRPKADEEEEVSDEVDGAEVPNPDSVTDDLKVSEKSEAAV
HCV core dimer – HCV core protein dimerization inhibition. TR-FRET GST/Flag-core106 dimerization, 1536-well. inhibition, % at 5 µM. hit rate 0.33% among 300,000. AID 1899;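 active means inhibition above the mean of all tested compounds plus 3 SD, set per screening campaign, cut at about 45% in these data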
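Assay system – GST-tagged and Flag-tagged HCV core protein residues 1-106 · Quantity – core106 proteins, GST 13.5 nM and Flag 17 nM · Benchmarks – unlabelled core106 and no-GST-core106 wells · Read-out basis – percent inhibition of core106 dimerization signal · Detection – time-resolved FRET, ex 340 nm, em 617 and 671 nm · Schedule – 4 h at 22.5 °C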
PP5 primary – PP5 (human) phosphatase inhibition; purified PP5c, OMFP substrate fluorescence; AID 1987; hit rate 0.18% among 320,000; P53041; inhibition, % at 6.7 µM;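 active means inhibition above the campaign's mean inhibition across all tested compounds plus 3 SD, cut at about 9.5% in these data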;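 further: 0% = DMSO only and 100% = 100 µM cantharidin control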
Target sequence (P53041 whole entry, looked up): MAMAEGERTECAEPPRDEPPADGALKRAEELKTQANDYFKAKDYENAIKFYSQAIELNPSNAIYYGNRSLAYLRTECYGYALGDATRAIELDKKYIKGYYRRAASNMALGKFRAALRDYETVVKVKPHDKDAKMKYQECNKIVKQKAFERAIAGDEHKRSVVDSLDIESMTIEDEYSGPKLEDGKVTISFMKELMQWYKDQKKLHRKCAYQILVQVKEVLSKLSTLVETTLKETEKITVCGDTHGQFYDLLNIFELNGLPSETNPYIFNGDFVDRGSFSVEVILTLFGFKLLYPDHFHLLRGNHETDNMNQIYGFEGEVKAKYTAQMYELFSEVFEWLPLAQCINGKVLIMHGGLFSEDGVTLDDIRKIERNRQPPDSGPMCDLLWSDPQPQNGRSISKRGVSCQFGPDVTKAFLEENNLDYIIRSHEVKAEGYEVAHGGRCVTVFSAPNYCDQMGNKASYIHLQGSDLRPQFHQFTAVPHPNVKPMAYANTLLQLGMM
procasp7 counter – counter-screen for procaspase-3 activators: activators of human procaspase-7 | P55210 | recombinant procaspase-7, Ac-DEVD-pNA absorbance 405 nm; D23A/D198A/D206A triple mutant, cannot self-cleave; scale: DMSO 0, 5 µM enzyme 100 | activation, % at 8.5 µM | hit rate 0.093% among 330,000;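 active means percent activation above the screen-wide mean plus 3 SD, cut at about 25% in these data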
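signal = Epi-absorbance of released pNA at 405 nm, two timepoints | assay system = Uncleavable procaspase-7 mutant enzyme | reagent = Ac-DEVD-pNA substrate, 400 µM as added | times = 1 h enzyme–compound preincubation and 2 h substrate reaction, both 25 °C | benchmarks = low DMSO alone, high DMSO plus 5 µM PC-7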
Efflux pump mplx – antifungal efflux pump inhibition, Nile Red retention; S. cerevisiae Candida pump triplex; inhibition, % at 10 µM; hit rate 0.44% among 330,000;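 active means plate passing quality check with inhibition over a set limit, or well fluorescence over plate mean plus 4 SD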;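 further: Nile Red retained in pooled yeast measured as flow cytometry median fluorescence; 0% = buffer negative control and 100% = Enniatin B positive control; higher means more Nile Red kept so more efflux inhibition; some compounds called inactive have numbers as strong as hits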
Fh CTSL1 inh – blocks F. hepatica cathepsin L1 in PFM18AAP counter-screen. recombinant F. hepatica cathepsin L1, Z-Leu-Arg-MCA fluorescence. inhibition, % at 5.96 µM. hit rate 0.49% among 300,000. AID 1906;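 active means inhibition above the mean of all tested compounds plus 3 SD, set per screening campaign, cut at about 17% in these data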;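 further: 0% = plate median of test compound wells and 100% = 1 µM Z-Phe-Ala-diazomethylketone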
TPT1 inh – C. albicans TPT1 enzyme inhibition. AID 1962. recombinant caTPT1, FP RNA substrate dephosphorylation. hit rate 0.81% among 300,000. inhibition, % at 5 µM;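 active means inhibition above the mean of all tested compounds plus 3 SD, set per screening campaign, cut at about 24% in these data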;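 further: plate controls were DMSO alone for no effect and ferristatin control at 100 nM for full effect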
PP1 inh – PP1-alpha (human) inhibition in PP5 counter-screen | hit rate 0.9% among 320,000 | inhibition, % at 6.7 µM | purified PP1alpha, OMFP fluorescence | P62136;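 active means inhibition above the mean inhibition of all tested compounds plus 3 SD, computed separately for each screening campaign, cut at about 15% in these data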
* hit, by the source's call; . = not tested or not shown.

Below each compound: procasp7 counter	PP1 inh	proCasp3 act	TPT1 inh	JMJD2C inh	PP5 primary	HCV core dimer	Fh CTSL1 inh	Efflux pump mplx
[1] O=S(=O)(c1cccc(F)c1)N1CCC(CO)(Cc2cccc(F)c2)CC1
    -5.6	-0.2	-11.5	-1.6	37.0	2.0	1.7	4.7	0.1
[2] CCc1cccc(C)c1NC(=O)CN(C)S(=O)(=O)c1ccc(-c2ccc(=O)[nH]n2)s1
    10.6	4.6	3.8	3.2	5.1	0.1	8.8	-0.5	-0.1
[3] CC(=O)N1CC[n+]2c(-c3ccc(Cl)cc3Cl)csc21
    -21.1	2.2	-25.6	-5.9	-4.7	0.1	4.7	-2.3	-0.1
[4] CCCc1cc(=O)[nH]c(SCc2cc(Cl)ccc2OC(F)F)n1
    1.1	0.4	-6.5	-1.4	3.3	4.9	3.8	-1.0	0.0
[5] O=C(c1ccco1)N1CCN(Cc2ccc(Br)cc2)CC1
    0.9	-6.0	-2.9	0.0	-6.2	0.3	-0.3	-3.4	0.0
[6] CN(C(=O)CCNC(=O)Cn1ccc2ccccc2c1=O)c1ccc(Br)cc1
    4.8	-1.1	11.2	1.3	5.4	-0.1	6.8	2.4	0.1
[7] O=C(CSc1ccc(Cl)cc1)NC1CCCc2ccccc21 (stereo unspecified)
    -4.4	0.9	1.7	-0.8	-9.9	1.6	-1.1	-12.2	0.0
[8] S=c1[nH]nc(-c2ccccc2)o1
    -0.5	0.0	-1.2	2.5	9.4	2.1	-4.7	-1.2	0.0
[9] O=C(O)c1cc(-c2cccc([N+](=O)[O-])c2)nc2ccccc12
    3.9	-0.3	5.7	-0.4	-4.5	-0.7	0.5	-2.0	0.2
[10] c1ccc2nc(-c3ccncc3)ccc2c1
    11.0	3.5	-9.7	-4.1	4.3	-2.3	-2.6	0.3	-0.1
[11] COc1ccc(C2CC(c3ccccc3)=NN2C(=O)c2ccc(F)cc2)cc1 (stereo unspecified)
    14.6	-2.4	9.4	-2.4	4.9	2.4	5.8	1.6	0.0
[12] Cc1cc(C)n2nc(SCC(=O)NC3CCCCC3)nc2n1
    4.4	1.8	0.9	-2.9	-22.2	-0.9	-0.6	-2.5	0.0
[13] N#CCOc1ccccc1/C=N/n1nnnc1N
    -5.8	-0.6	-3.5	1.0	7.0	0.6	-10.1	2.7	-0.1
[14] CC(N=C1NS(=O)(=O)c2ccccc21)C(=O)NCc1ccc(F)cc1 (stereo unspecified)
    -0.9	.	4.0	.	1.0	.	.	.	0.0
[15] CCn1c(SCC(N)=O)nc2sc3c(c2c1=O)CCCC3
    7.7	-2.3	1.9	-3.6	11.7	2.3	5.1	-0.5	-0.1

(more compounds)
Below each compound: procasp7 counter	PP1 inh	proCasp3 act	TPT1 inh	JMJD2C inh	PP5 primary	HCV core dimer	Fh CTSL1 inh	Efflux pump mplx
[16] Cc1cnc(NC(=O)c2cc3c(s2)CCCC3)s1
    11.3	1.7	0.6	-2.2	-0.6	3.0	9.8	-0.9	0.0
[17] CC(C)Cn1c(N)c(C(=O)CSc2ncnc3sc4c(c23)CCCC4)c(=O)n(C)c1=O
    -17.4	0.9	1.1	-0.3	6.0	-0.9	-10.6	0.8	-0.1
[18] CCCc1ccc(C(=O)NNC(=O)c2ccc(Cl)cc2)cc1
    0.1	1.4	6.9	2.0	5.3	-3.0	1.7	1.8	-0.1
[19] Cc1cccc(C(=O)NC(=O)Nc2c(C)cc(C)nc2C)c1
    -0.7	6.4	7.8	0.1	-7.2	-1.8	2.2	2.2	0.0
[20] CCc1cccc(C)c1NC(=O)CCCN1C(=O)CN(C)C1=O
    4.2	-2.1	0.4	.	4.5	-0.4	.	.	-0.1
[21] Cn1c(C(=O)OCC(=O)NCc2ccco2)cc2sccc21
    0.2	-1.8	-11.2	0.9	14.2	-0.7	2.9	2.9	0.7
[22] Cc1cc(C)cc(C(=O)Oc2cc(C)[nH]c(=O)c2[N+](=O)[O-])c1
    -7.2	-0.1	3.6	-3.1	-23.0	1.1	-4.3	-2.7	-0.4
[23] COc1ccc(S(=O)(=O)N2CC(C)N(C(=O)N(C)C)C2C(C)C)cc1 (stereo unspecified)
    14.8	0.1	2.6	0.8	14.5	0.4	4.0	-0.3	0.0
[24] Cc1cc(C)cc(N(CC(=O)NCc2ccc(F)cc2)C(=O)c2snc(C(N)=O)c2N)c1
    7.1	-3.1	7.7	1.7	-3.0	-1.8	13.0	5.6	-0.1
[25] O=C(NCc1cccnc1)C1CC(c2ccccc2Cl)=NO1 (stereo unspecified)
    4.0	-3.7	-2.6	-3.5	-143.7	0.6	6.3	-4.1	0.1
[26] O=C(N[C@@H](Cc1ccccc1)C(=O)OCc1ccccc1)c1nc[nH]c1C(=O)N1CCN(c2ccccc2)CC1
    8.9	10.6	-1.0	5.5	3.0	3.0	-1.1	1.4	0.1
[27] Cc1nc2scc(-c3cccs3)c2c(=O)[nH]1
    -10.7	-5.1	5.9	-1.9	-2.9	4.1	-3.5	-2.3	-0.2
[28] CCn1c(COc2cccc3cccnc23)nnc1SCC(=O)OC
    -7.1	-7.4	-4.0	2.2	-9.5	-2.1	-15.1	-2.2	0.1
[29] O=C(NNC(=S)Nc1ccc(Cl)cc1Cl)c1ccc(N2CCOCC2)c([N+](=O)[O-])c1
    -19.4	4.1	-4.0	-0.7	2.6	4.4	7.8	7.6	-0.3
[30] Cc1cccc(N2CCN(C(=O)c3ccc(Cl)c(S(=O)(=O)NCc4ccco4)c3)CC2)c1C
    -5.6	4.8	1.1	1.5	-2.1	5.1	10.7	0.9	-0.1

Continued.
Below each compound: procasp7 counter	PP1 inh	proCasp3 act	TPT1 inh	JMJD2C inh	PP5 primary	HCV core dimer	Fh CTSL1 inh	Efflux pump mplx
[31] CCN(CC)S(=O)(=O)c1ccc(Oc2ccccc2)c(N)c1
    1.4	3.3	9.0	-5.5	7.7	0.0	5.3	1.1	-0.1
[32] CCN(CC)S(=O)(=O)c1ccc(N(C)C)c(NC(=O)CSCc2c(C)noc2C)c1
    13.6	-6.1	-3.5	2.2	9.7	4.7	11.1	-4.0	0.4
[33] Cc1ccc(C)c2sc(N)nc12
    2.9	0.6	0.9	4.2	2.4	1.1	-2.2	0.5	-0.1
[34] CC1(C)CC(NC(=O)COc2ccc3ccccc3c2)CC(C)(C)N1
    13.3	-7.8	5.8	0.4	-7.8	-2.4	-2.4	-2.9	0.1
[35] C[C@]12CC(O)C3C(CCC4=CC(=O)CC[C@@]43C)C1CCC2c1csc(-c2ccccc2)n1 (stereo partly specified)
    4.3	1.5	2.1	-3.3	20.1	-0.1	16.5	0.4	-0.1
[36] CCN(CC(=O)Nc1cc(Cl)ccc1C)C(=O)CN1C(=O)NC2(CCCC2)C1=O
    -1.4	0.8	0.9	-0.4	-2.1	-3.0	-2.8	-2.2	0.1
[37] CC(=O)/C(=N/Nc1ccc(C)cc1)Sc1nnc(CCc2ccccc2)n1-c1ccccc1
    -3.1	3.0	-7.6	2.0	14.4	5.4	11.3	1.6	0.1
[38] O=[N+]([O-])c1ccc(O)c2cccnc12
    -10.2	-1.1	-9.2	-30.2	-20.3	1.1	-4.2	5.8	-0.1
[39] Cc1ccc(NC(=O)c2cc3c(=O)oc4ccccc4c3s2)nc1
    15.1	9.8	7.0	-0.8	-9.5	1.4	-9.7	-0.4	0.4
[40] CC(OC(=O)C(C)Oc1ccccc1)C(=O)Nc1ccc(S(=O)(=O)N2CCCCC2)cc1 (stereo unspecified)
    -6.8	0.8	5.7	.	0.9	3.0	.	.	0.1
[41] CCOc1ccc(/C=C/C(=O)NCCc2ccc(OC)c(OC)c2)cc1
    -1.4	-0.5	-6.7	-4.4	2.5	1.4	-2.4	2.2	-0.8
[42] COc1ccccc1NC(=O)CSCc1nc2ccccc2[nH]1
    7.0	0.5	13.9	-1.2	10.9	-1.4	2.6	-3.1	0.0
[43] CCc1nn2c(N3CCOCC3)cc(C)nc2c1-c1ccccc1
    4.2	-3.3	7.5	-3.6	16.9	2.1	0.3	-3.7	-0.2
[44] CC(C)CC1NC(=O)N(CC(=O)NC2CCCc3ccccc32)C1=O (stereo unspecified)
    5.2	-5.4	2.7	3.9	5.7	-0.8	2.7	4.2	-0.1
[45] CC(=O)c1c(C)[nH]c(C(=O)COc2cc(C)ccc2C(C)C)c1C
    5.2	-0.3	6.6	3.6	-3.5	1.8	4.4	3.6	0.1

Continued:
Below each compound: procasp7 counter	PP1 inh	proCasp3 act	TPT1 inh	JMJD2C inh	PP5 primary	HCV core dimer	Fh CTSL1 inh	Efflux pump mplx
[46] CCCOc1ccc(C(CC(=O)O)NC(=O)c2ccc3c(c2)OCO3)cc1 (stereo unspecified)
    18.8	0.0	2.4	1.6	-2.3	-0.7	0.3	-2.9	0.0
[47] CCN(c1ccccc1)S(=O)(=O)c1c[nH]c2ccc([N+](=O)[O-])cc12
    -0.3	1.7	-0.5	-0.6	5.0	3.0	4.2	-7.6	0.1
[48] COc1ccc2nc(C)cc(Nc3ccccc3O)c2c1
    7.6	-4.9	0.6	-6.0	-13.8	0.1	2.2	-0.9	0.0
[49] CC(=O)N1CCN(C(=O)c2ccc3oc(CCCc4ccccc4)nc3c2)CC1
    -7.1	-2.2	-2.2	-7.1	0.3	0.8	-15.8	3.0	0.0
[50] COc1ccc(C(=O)NCC(c2ccco2)N2CCc3ccccc3C2)cc1 (stereo unspecified)
    8.0	-3.8	4.6	-0.4	25.4	0.7	-1.5	6.3	-0.1
[51] COc1ccc(COn2c(=O)c(C)[n+]([O-])c3ccccc32)cc1OC
    -4.8	-5.7	3.6	-0.1	4.3	-0.4	2.6	-3.7	-0.1
[52] Cc1cccc(NC(=O)CSc2nnc(-c3ccccc3)n2N)c1
    7.2	-1.1	-1.3	-0.8	23.2	-1.9	2.3	2.2	0.0

Source: PubChem BioAssay (several laboratories)

No enrichment for hits; any-hit rate near 2.9%.
